# KDM5B inh: blocks human KDM5B histone demethylase activity; KDM5B demethylase, FDH-coupled NADH fluorescence (FDH is formaldehyde dehydrogenase); AID 1347165; hit rate 2.6% among 220,000; Potency, µM (series often up to 57.7 µM), inactives show top-dose activity change, negative = inhibition, actives largely listed as inhibitors; Q9UGL1; active means well fitted inhibition curve with a large enough effect; inconclusive means small, poorly fitted or top-dose-only effect; inactive means no such curve, though single readings can be large or run the other way; further: 0% is about no effect; nearly all actives have a fitted effect of over 70% in size
# Target sequence (Q9UGL1 whole entry, looked up): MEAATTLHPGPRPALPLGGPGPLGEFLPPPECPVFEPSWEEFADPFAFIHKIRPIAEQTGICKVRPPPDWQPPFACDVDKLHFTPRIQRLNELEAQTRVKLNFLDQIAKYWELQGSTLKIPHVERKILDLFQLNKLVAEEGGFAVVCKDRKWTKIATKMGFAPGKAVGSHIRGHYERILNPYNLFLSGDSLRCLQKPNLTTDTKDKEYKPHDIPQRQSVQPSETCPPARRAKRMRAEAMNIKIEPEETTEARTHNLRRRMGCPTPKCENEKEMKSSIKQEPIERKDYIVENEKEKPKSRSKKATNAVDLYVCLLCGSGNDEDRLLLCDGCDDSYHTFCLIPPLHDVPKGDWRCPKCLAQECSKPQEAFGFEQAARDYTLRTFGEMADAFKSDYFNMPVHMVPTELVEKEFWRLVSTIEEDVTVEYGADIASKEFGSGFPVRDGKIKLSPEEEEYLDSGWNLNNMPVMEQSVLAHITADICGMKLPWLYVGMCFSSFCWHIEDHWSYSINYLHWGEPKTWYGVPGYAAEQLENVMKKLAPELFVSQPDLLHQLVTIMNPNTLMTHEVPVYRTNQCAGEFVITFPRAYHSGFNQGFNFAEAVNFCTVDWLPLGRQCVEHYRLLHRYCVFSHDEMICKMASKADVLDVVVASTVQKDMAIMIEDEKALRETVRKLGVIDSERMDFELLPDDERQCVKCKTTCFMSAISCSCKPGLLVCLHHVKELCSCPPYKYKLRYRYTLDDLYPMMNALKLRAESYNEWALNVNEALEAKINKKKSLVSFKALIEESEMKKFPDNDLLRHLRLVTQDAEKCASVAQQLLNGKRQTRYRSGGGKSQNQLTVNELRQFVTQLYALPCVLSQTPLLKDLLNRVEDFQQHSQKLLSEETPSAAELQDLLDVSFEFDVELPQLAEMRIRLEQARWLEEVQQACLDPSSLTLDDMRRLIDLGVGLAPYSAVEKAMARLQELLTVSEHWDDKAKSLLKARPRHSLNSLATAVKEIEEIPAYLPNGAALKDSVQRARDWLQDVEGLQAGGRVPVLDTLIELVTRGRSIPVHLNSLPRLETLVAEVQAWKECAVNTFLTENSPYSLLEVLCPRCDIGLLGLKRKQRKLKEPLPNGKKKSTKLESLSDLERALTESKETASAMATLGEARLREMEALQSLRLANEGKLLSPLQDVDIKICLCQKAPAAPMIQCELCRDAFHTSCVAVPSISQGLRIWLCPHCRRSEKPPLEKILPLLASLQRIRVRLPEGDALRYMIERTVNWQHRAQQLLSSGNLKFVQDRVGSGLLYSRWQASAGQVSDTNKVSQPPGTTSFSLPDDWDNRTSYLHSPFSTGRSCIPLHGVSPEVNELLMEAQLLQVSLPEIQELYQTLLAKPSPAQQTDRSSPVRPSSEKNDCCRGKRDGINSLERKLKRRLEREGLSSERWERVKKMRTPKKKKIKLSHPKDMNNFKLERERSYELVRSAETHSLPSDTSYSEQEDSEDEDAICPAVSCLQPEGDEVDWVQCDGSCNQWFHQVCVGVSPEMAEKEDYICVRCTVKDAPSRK
#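 Measured: NADH fluorescence change, 30 min, RT. System: KDM5BΔAP 200 nM final, H3K4me3 peptide, α-KG, Fe(II), ascorbate, NAD⁺ plus FDH, pH 7.5 HEPES. Compounds: titrated, 10 min pre-incubation with enzyme.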
# * = called active by the depositor; u = inconclusive; & = joins results of further samples; [ ] = remark or other dose. Potency means the concentration at half of the fitted maximal effect. Some of the compounds tested; count on the stated rates, not on these rows.
SMILES,KDM5B inh
Cn1nc2n(c1=O)CCC(NS(=O)(=O)c1cccc3cccnc13)CC2 (stereo not given),-14%
Cc1cc(C)c2oc(C(=O)Nc3ccc(S(=O)(=O)N(C)c4ccccc4)cc3)cc(=O)c2c1,-6%
C/C(Cl)=C\C[N+]1(C/C=C(\C)Cl)CCCCC1,19%
O=C(NCC1(COc2cnccn2)C[C@@H](O)[C@@H](O)C1)c1cccnc1 (stereo not given in full),-15%[86.2 µM]
COC(=O)CCCc1c(-c2ccccn2)[nH]c2cc(C)cc(C)c12,-17%
CC(C)(C)CC(=O)NC[C@H]1OC[C@@H](NCc2ncc[nH]2)[C@@H]1O,-13%[86.2 µM]
CCCCN(C(=O)c1ccc(-c2ccc(Cl)cc2)o1)c1c(N)n(CCC)c(=O)[nH]c1=O,u
O=C(CN1CCN(CCc2ccccc2)CC1)Nc1ccc2c(c1)CCC2,11%
Cc1ccccc1CNC(=O)c1cc2cc(S(=O)(=O)N3CCCCC3)ccc2n1C,u
CC(C)(C)c1ccc(C(=O)Nc2ccc(Oc3ccc(Cl)cc3Cl)cc2)cc1,17%
O=C(Cc1ccc(OC(F)(F)F)cc1)N1CCC(c2n[nH]c(=O)n2-c2ccccc2)CC1,-1%
CN1CC2(CCN(C(=O)C3CC3)CC2)CC1C(=O)N1CCOCC1 (stereo not given),-16%
COCC(=O)N(C1CCOCC1)C1CCN(S(=O)(=O)c2ccccc2C)CC1,-12%
CN(CC1CCOCC1)S(=O)(=O)c1ccc(Br)s1,-3%
Cc1coc2c1c(C)cc1oc(=O)c(CC(=O)NCC(=O)NCC(=O)O)c(C)c12,u
CCCc1ccc(OCC(=O)Nc2sc(C(=O)OCC)c(C)c2C(=O)OCC)cc1,0%
CN1CCCC2(Cc3ccccc3CN(C(=O)Cc3cccc(Cl)c3)C2)C1 (stereo not given),31%[activator][115 µM]
CC(=O)Nc1nnc2n1CCS2,u
O=C(Nc1ccc(-c2nc3cc(NC(=O)c4ccc(F)cc4)ccc3o2)cc1)c1ccc(F)cc1,5%
COc1ccc(C2(C)N(O)C(C)C(c3cccs3)=[N+]2[O-])cc1 (stereo not given),-14%
CN(CC(=O)Nc1ccc(Oc2ccccc2)cc1)C1=NS(=O)(=O)c2ccccc21,11%
COc1ccccc1-c1c(C)oc2cc(OCC=C(C)C)ccc2c1=O,-21%
COc1ccc(C(=O)N2CCCC(c3noc(COc4ccccc4)n3)C2)cc1 (stereo not given),13%
CCc1nc(-c2c3n(c(=O)n(Cc4cccc(C#N)c4)c2=O)CCCCC3)no1,0%
Cc1scc(C(=O)NCc2cccnc2)c1C,24%
Cc1ccc2nc(/C(C#N)=C/c3ccc(-c4ccc(C(=O)OC(C)C)cc4)o3)[nH]c2c1,61%[activator]
O=c1c(=O)n(Cc2c(F)cccc2Cl)ccn1Cc1ccccc1,u
C/C(=N/O)c1ccc(-n2cncn2)cc1,32%[activator]
CCOc1ccccc1NC(=O)CCc1c(C)nc2cc(-c3ccccc3)nn2c1C,u
Cn1c(=O)c2nc(SCC(=O)Nc3ccc(F)c(Cl)c3)n(C)c2n(C)c1=O,1%
COc1ccccc1CNC(=O)CN1C(=O)CSc2ccc(S(=O)(=O)N3CCCCC3)cc21,-52%
CCN1CCN(C(=O)CN2C(=O)c3cccnc3Oc3ccc(Cl)cc32)CC1,-17%
CCc1nnc2ccc(NC(C)C)nn12,u
N#Cc1ccc(Oc2ccc(-c3ccc(Oc4ccc(C#N)cc4)cc3)cc2)cc1,1%
Cc1ccccc1NC(=O)N1CCN(C(=O)c2nsc3ccccc23)CC1,-8%
Cc1ccc(C(=O)N2CCC3(CC2)CC(=O)Nc2ccccc2O3)cc1,-11%[149 µM]
O=C(Nc1cc(S(=O)(=O)N2CCCCC2)ccc1N1CCCCC1)c1cc(=O)c2ccccc2o1,11%
CCOCCCNC(=O)C1CCCCC1,11%
COc1ccc(CNC(=O)c2cc(-c3ccc(C)cc3)nc3n[nH]c(-c4ccc(Br)cc4)c23)cc1,2%
CCOC(=O)c1ccc(NC(=O)C2(S(=O)(=O)c3ccc(Cl)cc3)CC2)cc1,-7%
Cc1cccc(C)c1-c1nc(C(=O)N2CCCC2)n2ccccc12,40µM*
CCc1ccccc1S(=O)(=O)N1CCN(C2(CC)CCN(C(=O)C(C)C)C2)CC1 (stereo not given),-24%
Cc1cccc(C(=O)Nc2nnc(SCC(=O)NC3CC3)s2)c1,u
CCN(CC(=O)Nc1cccc(OC)c1)C(=O)c1ccco1,-19%
COc1ccc(C(C(=O)Nc2ccc(C(C)C)cc2)N(C)C(=O)Cc2cccs2)cc1 (stereo not given),-1%&-10%
CCc1ccc(C(=O)N2C[C@@H](COC)[C@H](c3nc(COC)no3)C2)cc1,11%
Cc1ccc2oc(=O)cc(N3CCOCC3)c2c1,-7%
O=C1CC(c2noc(-c3ccc(OC(F)(F)F)cc3)n2)CN1c1ccc(F)cc1 (stereo not given),-25%
CN1[C@@H](CCC(=O)N2CCN(c3ccccn3)CC2)CNC(=O)[C@@H]2[C@H]1CCN2Cc1ccc(CO)o1,32µM*
Fc1ccccc1NC(=S)NCCc1ccc(C(F)(F)F)cc1,6%
COCCOc1ccc2c(n1)CCN(C(=O)c1ccncc1)C2,-20%
Cc1ccc(C2(O)CCN(C(=O)Cc3c[nH]c(=O)[nH]c3=O)CC2)nc1,16%
O=C(NCCc1ccccc1)c1cc(S(=O)(=O)N2CCCCC2)c[nH]1,-13%
CCOC1OC(COC(C)=O)C(OC(C)=O)C(OC(C)=O)C1NC(C)=O (stereo not given),-8%
CCn1cc2nc(SCc3cccc(F)c3)n(CCc3ccccc3)c(=O)c2n1,-22%
Cc1cccc(CN2CCc3nc(N4CCN(c5ccccn5)CC4)ncc3C2)c1,u
COc1c(C)cccc1C(=O)Nc1ccc(O)c(-c2nc3ccccc3o2)c1,16%
O=[N+]([O-])c1ccc(-c2ncc[nH]2)cc1,u
CC1CN(C(=O)Nc2ccc(C(=O)NCCc3ccccc3Cl)cc2)c2ccccc2S1 (stereo not given),-7%
Cc1cc(C)c(NS(=O)(=O)c2ccc3c(c2)CC(C)N3C(=O)C2CCC2)c(C)c1 (stereo not given),15%[11.5 µM]
# Additional structures follow:
SMILES,KDM5B inh
Cc1ccc(C)c(Nc2nnc(-c3ccc(C)c(S(=O)(=O)N4CCN(C)CC4)c3)c3ccccc23)c1,-10%
CC(C)n1cc(CN2CCOCCNC(=O)CC2)c2ccccc21,u
CCc1nc2ccccc2c(NC(=O)CN(C)C)c1C,u
O=C(c1cccc(F)c1)N1CCC2(CC1)OCC(C(=O)N1CCCC1)N2C(=O)c1ccco1 (stereo not given),-3%
Cn1c(=O)cc(SCC(=O)Nc2cccc(C#N)c2)c2ccc(Cl)cc21,-17%
CNC(=O)[C@@H]1CN(C(=O)c2ccc3[nH]ccc3c2)C[C@H]1COC,21%
COc1cc(OC)cc(C(=O)NCC2CCCN(Cc3cccc(C)n3)C2)c1 (stereo not given),18%
CC(=O)N(c1cccc(C)c1)c1nc(COc2ccccc2C(N)=O)cs1,-7%
CCOC(=O)c1nc(C)sc1-c1ccnn1S(=O)(=O)c1ccc(Cl)cc1Cl,-6%
O=C(Nc1cccc2[nH]ncc12)NS(=O)(=O)c1ccccc1,u
CCOCCOC1CCN(S(=O)(=O)Cc2ccccc2)CC1,2%
COc1cccc([S+](=O)([O-])N2CCNc3cnc(Nc4cccnc4)nc3C2)c1,u
N#Cc1cccc(C(=O)NCC(=O)N2CCCCCNC(=O)CC2c2ccccc2)c1 (stereo not given),34%
Cc1ccc(CN2C(C(=O)NC3CCCC3)CSCCS2(=O)=O)cc1 (stereo not given),1%
O=C(c1ccoc1)N1CCC(Cc2noc(-c3ccncc3)n2)C1 (stereo not given),3%
O=C(Nc1nonc1-c1ccc2c(c1)CCCC2)c1cccs1,6%
CC(C)CN1C(=O)c2cccn2CC1C(=O)NCc1ccco1 (stereo not given),-2%
CCOC(=O)Cn1c(=O)n(C2CCCCC2)c2nc(-c3cccc(F)c3)nc(C(N)=O)c21,6%
Cc1nn(CN2CCN(S(=O)(=O)c3ccc(C(C)C)cc3)CC2)c(=O)c2ccccc12,18%
O=C(CN1CCCC1c1nc2ccccc2s1)NC(=O)Nc1ccc2c(c1)OCO2 (stereo not given),-17%
CCOC(=O)c1ccc(NC(=O)c2sc3nc4n(c(=O)c3c2C)CCC4)cc1,-16%
CCOc1ccc(C2NC(=O)N(CC(=O)N(CC)CC)C3=C2C(=O)OC3)cc1 (stereo not given),-16%
CC(=O)N(C)CCCNC(=O)c1nc2ccccc2c(=O)[nH]1,-3%
Cc1cc(Cn2cc3c4c(cccc42)[C@H](CC(C)C)N[C@H](C(=O)NCCN2CCOCC2)C3)no1,-11%
CCN(C(=O)c1cccc(C(F)(F)F)c1)C1CC1,25%
COc1cccc(-n2ccn(Cc3c(F)cccc3Cl)c(=O)c2=O)c1,10%
CC(=O)NC(O)C(=O)c1ccc(C)cc1 (stereo not given),4%
Cc1cc(C(=O)N2CC[C@H](NS(=O)(=O)c3cccs3)C[C@H]2C(=O)N[C@@H](Cc2cccs2)C(N)=O)n(C)n1,16%
CCCc1cc(C(=O)Nc2ccccc2C#N)cs1,12%
Cc1c(Cl)cccc1NC(=S)NNC=O,16%
COc1ccccc1NC(=O)C(=O)NCc1ccccc1,13%
CC(C)(CNC(=O)C1CCCC(C(F)(F)F)C1)C(N)=O (stereo not given),17%
Cc1cccc(N2CCN(C(=O)c3ccc4c(c3)N(C)C3CCCCN3C4=O)CC2)c1 (stereo not given),u
CCC(C)Nc1nc(C)nc2c1oc1ccccc12 (stereo not given),u
CCOc1ccc(NC(=O)COc2ccc(CC)cc2)c2cccnc12,-4%
CCc1cc(=O)n(CC(=O)Nc2ccc(C(=O)OC)cc2)c(-c2ccccc2)n1,-21%
CSCCC(=O)NCCc1cccs1,36%[activator]
CCc1ccc(NC(=O)c2nccnc2N)cc1,17%
COCc1cc(C[C@@H]2CC[C@H](O)[C@@H](CNCc3ccccc3)O2)no1,156%[activator][86.2 µM]
COc1ccccc1N1CCN(c2ncccc2CNC(=O)C2COC(=O)N2)CC1 (stereo not given),-13%

# Part of the list above, with the structure last:
KDM5B inh | compound
-22% | CCn1cc2nc(SCc3cccc(F)c3)n(CCc3ccccc3)c(=O)c2n1
-1% | O=C(Cc1ccc(OC(F)(F)F)cc1)N1CCC(c2n[nH]c(=O)n2-c2ccccc2)CC1

# Further results:
SMILES,KDM5B inh
CC1CCN(S(=O)(=O)c2ccc3c(c2)N(CC(=O)NCCc2ccc(Cl)cc2)C(=O)CO3)CC1,-26%
COc1ccc(OC)c(S(=O)(=O)Nc2cccc(CCc3nc4ccccc4n3C)c2)c1,19%
O=C(Nc1ccc(F)cc1)c1nc2ccccc2nc1N1CCCCC1,-3%
CCOC(=O)c1cc2cc(C(C)C)ccc2[nH]1,u
COc1ccc(CCn2c(=O)[nH]c3cc(C(=O)NCCCN4CCOCC4)ccc3c2=O)cc1OC,-10%
CC(C)n1c(SCC(=O)NC2CCCCC2)nnc1-c1ccco1,12%
CN1CCN(C(=O)CSc2nnc(COc3ccc(Cl)cc3)o2)CC1,10%
CCCCCCC1C2=C(CC(C)(C)CC2=O)OC2=C1C(=O)CC(C)(C)C2,-4%
O=C(NC(C(=O)N1CCCCC1)C1CCN(C(=O)c2ccccc2F)CC1)c1ccccc1 (stereo not given),17%
O=C(CN1CCN(c2cnn(-c3ccccc3)c(=O)c2Cl)CC1)Nc1ccc2c(c1)OCCO2,-6%
CCc1ccc(OCC(=O)Nc2cccc3ccc(C)nc23)cc1,-19%
Cc1ccc2nc(-c3ccc(Cl)c(NC(=O)c4ccc5c(c4)OCCO5)c3)oc2c1,-18%
CCCn1c(SCC(=O)NC2CCCC2)nnc1C(C)C,1%
COc1cccc(-c2nn3c(C(C)C)nnc3s2)c1OC,-28%
Cc1ccc(C2Cn3nnc(-c4nc(-c5ccc(F)c(F)c5)no4)c3CO2)c(C)c1 (stereo not given),-11%
COc1ccc(C(=O)OC(C)c2nc(C(C)(C)C)no2)cc1OC (stereo not given),12%
O=C(c1cncc(N2CCC3(CCCNC3=O)C2)n1)N1CCOCC1 (stereo not given),u
CC(=O)N1CCCc2cc(S(=O)(=O)NCc3ccc(N(C)C)cc3)ccc21,11%
c1cncc(CCn2ccnc2-c2cc3n(n2)CCCNC3)c1,-16%

# Arranged by SMILES length (high to low): 14 of the compounds above.
SMILES,KDM5B inh
CC1CCN(S(=O)(=O)c2ccc3c(c2)N(CC(=O)NCCc2ccc(Cl)cc2)C(=O)CO3)CC1,-26%
O=C(CN1CCN(c2cnn(-c3ccccc3)c(=O)c2Cl)CC1)Nc1ccc2c(c1)OCCO2,-6%
Cc1ccc(C2Cn3nnc(-c4nc(-c5ccc(F)c(F)c5)no4)c3CO2)c(C)c1 (stereo not given),-11%
Cc1ccc2nc(-c3ccc(Cl)c(NC(=O)c4ccc5c(c4)OCCO5)c3)oc2c1,-18%
COc1ccc(OC)c(S(=O)(=O)Nc2cccc(CCc3nc4ccccc4n3C)c2)c1,19%
CC(=O)N1CCCc2cc(S(=O)(=O)NCc3ccc(N(C)C)cc3)ccc21,11%
COc1ccc(C(=O)OC(C)c2nc(C(C)(C)C)no2)cc1OC (stereo not given),12%
O=C(Nc1ccc(F)cc1)c1nc2ccccc2nc1N1CCCCC1,-3%
CC(C)n1c(SCC(=O)NC2CCCCC2)nnc1-c1ccco1,12%
CCc1ccc(OCC(=O)Nc2cccc3ccc(C)nc23)cc1,-19%
c1cncc(CCn2ccnc2-c2cc3n(n2)CCCNC3)c1,-16%
COc1cccc(-c2nn3c(C(C)C)nnc3s2)c1OC,-28%
CCCn1c(SCC(=O)NC2CCCC2)nnc1C(C)C,1%
CCOC(=O)c1cc2cc(C(C)C)ccc2[nH]1,u
